Ecoli viability – bacterial growth inhibition, counter-screen for AddAB inhibitors; E. coli V3065 growth, OD600 absorbance, 18 h; inhibition, % at 11.9 µM; actives 0.27% (n = 330,000); AID 449728;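 active = inhibition above the campaign's mean inhibition across all tested compounds plus 3 SD, cut at about 9.9% in these data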;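 note: uninfected addAB+ strain grown without phage in ampicillin broth; 0% = DMSO wells and 100% = ciprofloxacin 0.95 µg/ml wells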
SR-BI DiI inh – blocks mouse SR-BI lipid uptake from DiI-HDL; Q61009; ldlA[mSR-BI] CHO cells, DiI-HDL uptake fluorescence, 3 h; inhibition, % at 12.5 µM; actives 0.96% (n = 320,000); AID 488896;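 active = mean replicate inhibition of at least 70% and a set share of replicates each scoring 70 or more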;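 note: 0% = median of neutral control wells and 100% = median of positive control wells; values of inactives mirror those of a sister screen read the other way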
Target sequence (Q61009 whole entry, looked up): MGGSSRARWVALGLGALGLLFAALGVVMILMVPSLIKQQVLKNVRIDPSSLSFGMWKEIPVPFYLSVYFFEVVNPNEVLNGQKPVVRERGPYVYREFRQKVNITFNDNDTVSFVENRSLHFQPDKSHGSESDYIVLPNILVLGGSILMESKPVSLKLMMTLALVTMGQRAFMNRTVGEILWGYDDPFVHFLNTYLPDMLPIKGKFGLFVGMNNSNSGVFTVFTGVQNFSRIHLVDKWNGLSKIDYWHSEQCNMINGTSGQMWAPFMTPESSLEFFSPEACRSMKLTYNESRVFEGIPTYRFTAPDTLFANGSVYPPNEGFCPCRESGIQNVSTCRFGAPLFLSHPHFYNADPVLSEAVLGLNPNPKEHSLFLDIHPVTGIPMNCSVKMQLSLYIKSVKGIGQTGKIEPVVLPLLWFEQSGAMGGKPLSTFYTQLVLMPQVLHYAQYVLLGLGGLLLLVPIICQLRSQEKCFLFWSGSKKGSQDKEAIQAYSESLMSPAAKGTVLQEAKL
SR-BI uptake up – SR-BI HDL lipid transfer activation | CHO ldlA[mSR-BI] cells, DiI-HDL uptake fluorescence, 3 h; 100 = double the neutral-control signal | activation, % at 12.5 µM | actives 0.096% (n = 320,000) | AID 504775;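 active = mean replicate activation of at least 60% and every replicate at or above 60%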;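 note: 0% = median plate neutral-control signal and 100% = twice that signal; values of inactives mirror those of a sister screen read the other way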
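System: LDL receptor-deficient CHO ldlA cells overexpressing murine SR-BI | Timing: 3 h uptake period with compound, 37 °C | Medium: HEPES-buffered (25 mM, pH 7.4) F12 plus 0.5% BSA | Dosing: Single-point compound dose | Signal: Bottom-read fluorescence, 550/595 nm | Read-out: Retained DiI signal reflecting DiI-HDL uptake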
AddAB inh – less growth of phage-infected E. coli with AddAB; E. coli expressing H. pylori AddAB, absorbance growth; inhibition, % at 11.9 µM; actives 0.29% (n = 330,000); in the data active = inhibition above about 12%;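 note: 0% = vehicle wells of infected cells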
phage Ecoli inh – E. coli growth loss with phage present; inhibition, % at 11.9 µM; AID 651602; growth absorbance; actives 0.26% (n = 360,000); in the data active = inhibition above about 11%
CAL PDZ FP-1 – inhibitors of human CAL PDZ peptide binding; AID 504414; actives 0.02% (n = 330,000); purified CAL PDZ, TMR-peptide fluorescence polarization, 1 h; inhibition, % at 20 µM;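 active = highest replicate inhibition of at least 40%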;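 note: plate controls were DMSO neutral control wells for no effect and unlabeled competitor peptide control wells for full effect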
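Test system: tagged CAL PDZ domain / Buffer or medium: sodium phosphate/NaCl buffer pH 7.4 with TCEP, IgG, Thesit / Reagent: TMR-labelled reporter peptide T*-PRC34 bound in PDZ groove / Compound dosing: single point, 20 µM / Schedule: 1 h incubation at room temperature before polarization reading / Technique: fluorescence polarization (mP) / Benchmarks: unlabelled peptide, DMSO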
Tat transport – E. coli Tat transport inhibition; actives 0.036% (n = 340,000); inhibition, % at 10 µM; E. coli MC4100 TorA-mCherry Tat export, fluorescence;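 active = mean replicate inhibition at least 50% and at least half of replicates individually reaching 50%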;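 note: exported cargo escapes ClpAP degradation while cytoplasmic cargo is degraded and loses fluorescence; 0% = median of neutral control wells and 100% = median of NaSCN control wells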
Wnt act – Wnt/beta-catenin pathway activation. AID 743398. Wnt/beta-catenin reporter cell assay, activator, plate reader. activation, % at 9.35 µM. actives 1.2% (n = 300,000); in the data active = activation above about 30%, passing the limit was not always enough;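 note: 0% = neutral control wells and 100% = positive control wells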
CAL PDZ FP-2 – blocks peptide binding to the human CAL PDZ domain; purified CAL PDZ, TMR-peptide fluorescence polarization, 1 h; inhibition, % at 24.9 µM; actives 0.92% (n = 300,000); AID 602252;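 active = mean inhibition of at least 30% with at least half of replicates also reaching 30%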;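 note: 0% = DMSO neutral control and 100% = excess unlabeled competitor peptide PRC23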
MITF TRPM1 HTS – activators of MITF-driven TRPM1 promoter activity in SK-MEL-5 cells; SK-MEL-5 TRPM1-promoter luciferase, 24 h; % of positive control, neutral wells = 0; activation, % at 12.5 µM; actives 0.75% (n = 300,000); AID 588334;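 active = mean activation of at least 80% with every replicate also reaching 80%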;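 note: 0% = neutral control wells and 100% = parthenolide positive control wells; values of inactives mirror those of a sister screen read the other way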
Active calls of the source: *; x = no result given. Outcome played no part in choosing rows; any-hit rate near 3.6%.

SMILES	Ecoli viability	SR-BI DiI inh	SR-BI uptake up	AddAB inh	phage Ecoli inh	CAL PDZ FP-1	Tat transport	Wnt act	CAL PDZ FP-2	MITF TRPM1 HTS
O=C(NNC(=O)c1cnccn1)c1ccc(Cl)cc1	-9.9	-22	22	-7.6	-4.7	-0.9	-14	5	5	x
Cc1cc(S(=O)(=O)N2CCCCC2CCNC(=O)C(=O)NCc2cccnc2)ccc1F (centres undefined)	2.4	-19	19	1.7	-0.4	0.0	-6	-2	-4	-26
Cc1ccc(C(=O)NCCC(=O)NCc2cc(=O)n(C)c(=O)n2C)cc1	-1.4	2	-2	-1.3	-0.1	0.2	0	1	2	4
CN(Cc1ccccc1)C(=O)c1ccc(NC(=O)Cc2ccc(NC(=O)C3CCN(C(=O)CCc4ccccc4)CC3)cc2)cc1	x	8	-8	x	1.8	0.2	3	-3	0	-17
COc1ccc(N(CC(=O)Nc2ccc3c(c2)OCCO3)S(=O)(=O)c2cccnc2)cc1	1.7	-7	7	2.1	x	-0.2	13	x	0	-5
O=C(c1cccc(C(=O)N(c2ccccn2)C2CCCCC2)c1)N(c1ccccn1)C1CCCCC1	-0.4	-18	18	5.5	3.8	-1.1	-6	-11	-1	-1
O=[N+]([O-])c1ccc([C@H](O)[C@H](CO)N=Cc2ccccc2O)cc1	1.4	-11	11	0.5	0.9	-1.4	-8	x	-2	-3
CC1CN(C(=O)CN2C(=O)c3ccccc3S2(=O)=O)CC(C)O1 (centres undefined)	-1.9	-12	12	-1.8	1.4	-1.4	-3	-3	-2	-1
CCN(CC)S(=O)(=O)c1ccc(C(=O)NCCCn2ccnc2)cc1	0.2	-16	16	1.9	7.1	-2.8	0	-2	x	0
CN(C)CCN1C(=O)C2C(C(=O)Nc3cc(Cl)cc(Cl)c3)C3C=CC2(O3)C1C(=O)NC1CCCCC1 (centres undefined)	0.3	-1	1	0.8	2.3	-2.2	-4	-2	0	5
CCCCN(C(=O)c1cc2c(s1)CCCCC2)c1c(N)n(CC(C)C)c(=O)[nH]c1=O	x	-7	7	x	2.9	-4.1	6	1	-2	0
CCCCOc1ccc(Cc2n[nH]c(=S)n2N)cc1	-0.6	-2	2	4.1	3.3	-0.5	-5	x	x	9
CCCCNC(=O)CCCn1c(=O)c2ccccc2n(CC(=O)NCCC2=CCCCC2)c1=O	x	24	-24	x	1.5	-0.3	1	-1	5	-6
COc1cccc(C(CNC(=O)c2ccc(Cl)c(S(=O)(=O)N3CCCC3)c2)N(C)C)c1 (centres undefined)	-0.9	-7	7	1.5	3.5	-2.2	-5	-1	x	-11
Cc1ccc(NC2CCCN(C(=O)c3cc4ncccn4n3)C2)cc1C (centres undefined)	-1.5	-7	7	1.0	-0.8	0.0	-9	0	-5	19
CCOC(=O)C1(Cc2ccccc2C(F)(F)F)CCN(C(C)CCn2cccn2)CC1 (centres undefined)	-0.7	-5	5	-1.9	3.3	-2.2	-6	-1	-1	-4
COc1ccc(NS(=O)(=O)c2cccc(C(=O)NCc3ccccc3CN3CCCC3)c2)cc1	-1.2	1	-1	1.6	2.4	-1.0	-1	-2	x	17
O=C(NNC(=O)C1CCCO1)c1ccc(Br)cc1 (centres undefined)	0.1	-17	17	0.7	4.5	-0.4	1	1	-6	3
CC(=O)c1cccc(NC(=O)c2cc(Cl)sc2Cl)c1	1.6	22	-22	4.0	4.1	-3.3	8	6	-2	17
Cc1ccc(Sc2cnc3ccccc3n2)cc1	0.1	-1	1	0.5	2.8	0.5	-5	x	-1	89*
C=CCn1c(SCC(=O)Nc2ccc(N3CCOCC3)cc2)nnc1-c1ccco1	0.8	8	-8	0.8	-2.6	0.0	-3	-4	-8	-7
C=CCn1c(COc2ccccc2)nnc1SCC(=O)N/N=C/c1ccc(C)cc1	-0.6	-10	10	2.4	3.9	-1.2	-2	x	-2	-6
CCN1C(=O)CC(Sc2ccccc2C(=O)O)C1=O (centres undefined)	-3.4	-6	6	-0.3	3.3	x	-13	x	-4	-10
COc1cc(SC)ccc1C(=O)NCCN1CCOCC1	-1.0	-7	7	4.3	1.6	0.2	-3	-4	-6	-3
Cc1cc(C(=O)NCC(=O)OC(C)C(=O)N2CCOCC2)ccc1[N+](=O)[O-] (centres undefined)	-1.6	-10	10	1.8	1.8	0.0	2	4	-2	8

Already shown: an excerpt of the list.
SMILES	Ecoli viability	SR-BI DiI inh	SR-BI uptake up	AddAB inh	phage Ecoli inh	CAL PDZ FP-1	Tat transport	Wnt act	CAL PDZ FP-2	MITF TRPM1 HTS
O=C(NNC(=O)C1CCCO1)c1ccc(Br)cc1 (centres undefined)	0.1	-17	17	0.7	4.5	-0.4	1	1	-6	3
CC(=O)c1cccc(NC(=O)c2cc(Cl)sc2Cl)c1	1.6	22	-22	4.0	4.1	-3.3	8	6	-2	17
Cc1ccc(Sc2cnc3ccccc3n2)cc1	0.1	-1	1	0.5	2.8	0.5	-5	x	-1	89*
C=CCn1c(SCC(=O)Nc2ccc(N3CCOCC3)cc2)nnc1-c1ccco1	0.8	8	-8	0.8	-2.6	0.0	-3	-4	-8	-7
C=CCn1c(COc2ccccc2)nnc1SCC(=O)N/N=C/c1ccc(C)cc1	-0.6	-10	10	2.4	3.9	-1.2	-2	x	-2	-6
CCN1C(=O)CC(Sc2ccccc2C(=O)O)C1=O (centres undefined)	-3.4	-6	6	-0.3	3.3	x	-13	x	-4	-10
COc1cc(SC)ccc1C(=O)NCCN1CCOCC1	-1.0	-7	7	4.3	1.6	0.2	-3	-4	-6	-3
Cc1cc(C(=O)NCC(=O)OC(C)C(=O)N2CCOCC2)ccc1[N+](=O)[O-] (centres undefined)	-1.6	-10	10	1.8	1.8	0.0	2	4	-2	8

Next section.
SMILES	Ecoli viability	SR-BI DiI inh	SR-BI uptake up	AddAB inh	phage Ecoli inh	CAL PDZ FP-1	Tat transport	Wnt act	CAL PDZ FP-2	MITF TRPM1 HTS
Cc1cc(O)c(C(=O)Nc2cccc(Cl)c2)c(=O)n1C	-0.6	-39	39	3.6	3.3	-3.0	1	6	-1	51
O=C(O)CSC12CC3CC(C1)CC(C(=O)O)(C3)C2	-2.4	-45	x	2.7	0.4	-0.1	-2	0	-2	-4
CS(=O)(=O)N1CCN(c2ccccc2NC(=O)c2ccc(Br)o2)CC1	1.4	31	-31	3.5	1.6	-3.4	6	-2	-3	9
Cc1ccc(C)c(S(=O)(=O)NCc2ccc(C(=O)N3CC(C)OC(C)C3)cc2)c1 (centres undefined)	-1.7	11	-11	1.6	3.6	-2.5	0	-3	-1	-4
O=C(Cc1ccccc1)NCC(=O)OCC(=O)c1cccs1	-2.9	-31	31	-1.8	0.6	-3.1	3	x	-10	-5
COc1ccc(/C=N/c2nc3ccccc3n2CCN2CCCCC2)cc1OC	1.6	-33	33	2.3	2.5	-0.5	-2	-4	-5	10
CCn1c(SCC(=O)NCc2ccco2)nnc1C(C)C	-0.5	-36	36	1.3	2.8	0.3	-9	-4	-4	-2
O=C(Cn1c(-c2ccccc2)c[n+]2ccsc12)c1ccc(Br)cc1	-0.1	4	-4	3.6	5.0	-1.7	5	1	0	-1
Cc1onc(-c2c(F)cccc2Cl)c1C(=O)NCc1ccccn1	0.9	-11	11	-0.9	0.4	-0.8	-8	x	88*	-7
CN1CCN(c2ccc(Cl)cc2NC(=O)c2ccc([N+](=O)[O-])cc2)CC1	0.2	14	-14	2.1	-0.7	-1.1	5	-1	2	-1
CCCCc1ccc(NC(=S)N2CCCC2)cc1	x	-2	2	x	1.7	-2.8	12	8	-3	37
Cc1nc(=O)c(-c2ccccc2)c(C)n1-c1ccc(S(N)(=O)=O)cc1	-1.6	x	x	2.2	3.8	0.2	-6	x	0	0
Cc1noc(NC(=O)c2cccc(C(F)(F)F)c2)c1Cl	3.6	-13	13	0.2	5.5	-1.2	-2	-1	x	5
O=C(Nc1cccc2ncccc12)c1ccccc1[N+](=O)[O-]	1.8	6	-6	-0.2	-0.7	0.1	10	9	-2	x
O=C(NC1C2CC3CC(C2)CC1C3)c1ccc(Br)o1 (centres undefined)	-0.4	x	x	2.5	1.0	-3.6	13	0	-10	-1
CN(C)CCNC(=O)c1onc(CSc2ccncc2)c1C(=O)NCCN(C)C	1.7	-15	15	2.1	1.1	-0.9	0	-1	-2	14
CCC1(c2ccc(F)cc2)NC(=O)N(CC(=O)Nc2cccnc2Cl)C1=O (centres undefined)	0.5	-5	5	-1.4	3.7	-1.0	-3	1	-5	5
COc1cc(NC(=O)CCCNC(=O)Cn2cnc3sc4c(c3c2=O)CCCC4)cc(OC)c1OC	-0.2	-9	9	3.0	1.8	-1.1	-9	1	-5	-6
O=C(O)c1c(C(=O)O)c(-c2ccc(Cl)c(Cl)c2)n2c1CSC2	0.0	-3	3	2.7	-0.1	-1.9	5	4	-7	-1
Cc1ccccc1NC(=O)CN1C(=O)S/C(=C\c2cccn2-c2cccc(C(=O)O)c2)C1=O	-2.4	-25	25	4.0	0.9	-1.9	-2	x	-4	-4
CCNC(=O)NC(=O)C(C)N1C(=O)NC(c2ccccc2)(c2ccccc2)C1=O (centres undefined)	-0.2	-9	9	3.4	-1.6	-0.2	2	0	-4	6
CC(C)c1cccc(C(C)C)c1OCCCCCN1CCOCC1	1.5	x	x	-0.5	0.3	x	x	-17	x	x
CC(=O)Nc1ccc(S(=O)(=O)N(C)CC(=O)OCC(=O)Nc2cccnc2Cl)cc1	-1.3	-2	2	-0.7	-1.7	1.7	2	-1	1	-6
Cc1ccc(Nc2nc(NCC3CCCO3)nc(N)c2[N+](=O)[O-])cc1C (centres undefined)	-2.0	19	-19	0.2	1.7	0.1	-5	-2	31*	15
Cn1cnnc1SCC(=O)Nc1ccc2nc(SCc3ccccc3)sc2c1	2.2	-2	2	4.0	2.3	-2.3	0	16	-3	70
Next entries.
SMILES	Ecoli viability	SR-BI DiI inh	SR-BI uptake up	AddAB inh	phage Ecoli inh	CAL PDZ FP-1	Tat transport	Wnt act	CAL PDZ FP-2	MITF TRPM1 HTS
O=C(N/C(=C/c1ccc(Cl)cc1)C(=O)N1CCCCC1)c1ccco1	0.7	-2	2	0.9	0.7	-1.5	5	0	-2	-2
CN(C)c1ccnc(Oc2ccccc2)c1C#N	x	6	-6	x	-0.9	-2.6	2	5	-4	17
CCOC(=O)c1c(-c2ccccc2)oc2ccc(OCC(=O)NNC(=O)CCCC(=O)O)cc12	x	0	0	x	-0.9	-3.3	-2	-1	-7	-9
CCC(C)Sc1ccc(-c2nc3ccc(C)cn3c2NCc2ccccc2)cc1OC (centres undefined)	2.6	27	-27	3.1	x	-0.2	-8	x	3	9
Cc1ccc(C(=O)NCCNS(=O)(=O)c2ccccc2)cn1	1.3	2	-2	0.2	-0.2	-2.0	4	0	-3	2
COC(=O)c1[nH]c(=O)c2ccccc2c1O	-4.5	-11	31	0.2	x	-0.2	-2	-3	-5	x
